Compound activity deposited in PubChem by National Center for Advancing Translational Sciences (NCATS).
TSHR antag: Antagonists of the Thyroid Stimulating Hormone Receptor: HTS campaign | TSHR-expressing cells, TSH-stimulated cAMP HTRF, 2 h; stronger effect = lower value | AID 504810, 2011 | 330,000 tested, 0.2% active | activity change, negative = inhibition, % at 11.5 µM;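 active means activity change below a set negative limit, meaning inhibition stronger than a set level, cut at about -70% in these data; inconclusive means activity change between two set negative limits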; further: on the % scale 0 is the no-effect control and ±100 the full control effect
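Competitive HTRF cAMP read-out (cryptate anti-cAMP antibody, cAMP-d2; 30 min, room temperature) in freshly harvested TSHR cells. Compounds added before TSH at EC80 (4nM final), followed by 2 hours' incubation at 37 deg C.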
GALK inhibitor: qHTS Assay for Inhibitors of Human Galactokinase (GALK). Purified GALK, Kinase-Glo residual ATP luminescence. 270,000 tested, 0.007% active. P51570. Potency, µM (highest dose often 57.5 µM), for the others: at the highest dose activity change, negative = inhibition, hits mostly inhibitors; further: potency means the concentration at half of the fitted maximal effect; on the % scale 0 is the no-effect control and ±100 the full control effect
Target sequence (P51570 whole entry, looked up): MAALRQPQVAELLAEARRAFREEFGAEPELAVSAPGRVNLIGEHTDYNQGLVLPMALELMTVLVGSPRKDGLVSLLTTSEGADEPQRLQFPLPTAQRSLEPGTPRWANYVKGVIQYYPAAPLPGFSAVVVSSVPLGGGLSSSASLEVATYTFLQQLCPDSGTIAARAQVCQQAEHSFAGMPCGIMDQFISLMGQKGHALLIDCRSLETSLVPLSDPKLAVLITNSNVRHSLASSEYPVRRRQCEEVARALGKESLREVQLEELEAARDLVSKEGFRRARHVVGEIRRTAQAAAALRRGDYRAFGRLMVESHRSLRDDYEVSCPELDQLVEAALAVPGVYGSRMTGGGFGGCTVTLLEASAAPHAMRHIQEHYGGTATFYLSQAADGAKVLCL
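Human GALK (5 nM) with 35 uM ATP and 100 uM galactose in 20 mM HEPES pH 8.0, 5 mM MgCl2, 60 mM NaCl, 1 mM DTT, 0.01% BSA. After 1 h at room temperature, leftover ATP was read by Kinase-Glo Plus luminescence.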
hERG WT inh: qHTS for Inhibitors of KCHN2 3.1: Wildtype qHTS; U2OS, BacMam KCNH2, thallium flux FluxOr; stronger effect = lower value; activity change, % at 1.84 µM; 340,000 tested, 0.37% active;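 active means maximum activity change below -70%; inconclusive means maximum activity change between -70% and -50%; inactive means maximum activity change above -50%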; further: on the % scale 0 is the no-effect control and ±100 the full control effect
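U2OS cells transduced with wild-type KCNH2 virus are loaded with FluxOr dye for 45 min, and thallium flux is measured in kinetic reads before and after stimulation buffer. Rate constants are normalized to DMSO controls.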
CXXC DNA block: qHTS Fluorescence Polarization Assay for Inhibitors of MLL CXXC domain - DNA interaction; MLL-CXXC / FITC-HOXA9 DNA fluorescence polarization; Potency, µM (highest dose often 115 µM), inactives show at the top dose activity change, negative = inhibition, most hits filed as inhibitors; 290,000 tested, 0.037% active; active means well fitted inhibition curve with a large enough effect in the polarisation, with a control signal flat, not every such curve was filed as active; inconclusive means small, poorly fitted or top-dose-only effect, or effect the other way, or a change in a side signal; inactive means no such curve, though single readings can be large or run the other way; the % refers to the polarisation; further: potency means the concentration at half of the fitted maximal effect
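Steps: dispense CXXC domain solution (7 uM) → pin compounds or unlabeled HOX-A9 DNA control → 5 min ambient → add FLSN-HOX-A9 solution (50 nM) → spin → 30 min ambient → fluorescence polarization. Tris pH 7.5/NaCl/DTT/BSA buffer.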
A-T KAP1 phos: qHTS Assay for Identifying a Potential Treatment of Ataxia-Telangiectasia; […] A-T fibroblasts, KAP-1 phosphorylation AlphaLISA; neocarzinostatin DNA damage 30 min before lysis; Potency, µM (top dose mostly 57.5 µM), without a hit: at the top dose activation, most hits filed as activators; 320,000 tested, 0.19% active; AID 485349, 2010; further: potency means the concentration at half of the fitted maximal effect; % of control where 0% means no effect; nearly all actives have a fitted effect of over 45% in size
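hTERT-immortalized A-T patient fibroblasts ([…]), 500 cells/well in OPTI-MEM, 1% FBS, got compounds for 60 min, then NCS for 30 min at 37C. Lysates were then assayed for phospho-KAP-1 by AlphaLISA (anti-pKAP1 donor, anti-KAP1 acceptor beads), 6 hr at 25C.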
Giardia kill: Small Molecules that selectively kill Giardia lamblia: qHTS; Giardia lamblia trophozoite viability; activity change, % at 7.66 µM, hits read low; 340,000 tested, 0.15% active; AID 540267, 2011; in the data active means activity change below about -80%; inconclusive means between about -30% and that limit;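 further: parasites exposed to compound for two days anaerobically before the ATP read; on the % scale 0 is the no-effect control and ±100 the full control effect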
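Media and compound were dispensed first, then trophozoites at 100 cells/well; plates sat 48 hrs at 37 deg C without oxygen before ATP luminescence reagent was added and read after 15-30 min at room temperature.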
BCR signal inh: qHTS Assay to Find Inhibitors of Chronic Active B-Cell Receptor Signaling. ABC-DLBCL IkBa-CBG/CBR reporter, luminescence ratio, 4 h. Potency, µM (doses to about 46.1 µM), without a hit: at the highest dose ratio change, negative = lower green/red ratio, usual class: inhibitors. 340,000 tested, 0.05% active. AID 493014, 2011; active means well fitted inhibition curve with a large enough effect in the signal ratio, with a control signal flat, not every such curve was filed as active; inconclusive means small, poorly fitted or top-dose-only effect, or effect the other way, or a change in a side signal; the % refers to the signal ratio;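 further: potency means the concentration at half of the fitted maximal effect; plate controls were basal doxycycline-induced cells for no effect and cells given 10 µM MG132 for full effect; MG132 reads +100%, hits lower the ratio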
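Doxycycline induced both beetle luciferases in TMD8 lymphoma cells; IKK-driven degradation limits the IkappaBalpha-fused green signal, while red luminescence normalises for cell number and nonspecific effects. Compounds tested up to 46 uM, 4 hrs.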
FBPA coupling cs: qHTS Assay for Inhibitors of Fructose-1,6-bisphosphate Aldolase from Giardia Lamblia: Coupling assay counterscreen; AID 2472, 2010; activity change, negative = inhibition, % at 58.2 µM, hits read low; 290,000 tested, 0.67% active; coupling enzyme system counterscreen, AmpLite Red fluorescence; in the data active means activity change below about -30%; further: on the % scale 0 is the no-effect control and ±100 the full control effect
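Coupling enzymes only (glyceraldehyde-3-phosphate) + compound, at 57.5 uM final, 10 min RT; add substrate/coupling/AmpLite Red mix, 20 min RT; fluorescence ex 525/em 598 nm. Actives flag coupling-system interference.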
TCR act: Activators of T cell receptors: qHTS campaign. primary human leukocytes, anti-CD3, IL-2 HTRF, 48 h. Potency, µM (top dose mostly 9.22 µM), for the others: at the top dose activation of IL-2 secretion, actives largely listed as activators. 330,000 tested, under 10 active; further: % of control where 0% means no effect
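Compounds are tested in HTS on primary human leukocytes co-incubated with a-CD3 beads for 48 hr. IL-2 output is measured by time-resolved FRET.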
Tb PFK block: qHTS Assay to Find Inhibitors of T. brucei phosphofructokinase; ATP-dependent 6-phosphofructokinase (Trypanosoma brucei brucei), O15648; T. brucei PFK, ADP-Glo luminescence; Potency, µM (top dose mostly 57.5 µM), inactives show at the top dose activity, negative = inhibition, hits mostly inhibitors; 330,000 tested, 0.17% active;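 further: potency means the concentration at half of the fitted maximal effect; 0% = uninhibited 1x PFK enzyme wells and -100% = no-enzyme wells; nearly all actives have a fitted effect of over 60% in size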
Target sequence (O15648 whole entry, looked up): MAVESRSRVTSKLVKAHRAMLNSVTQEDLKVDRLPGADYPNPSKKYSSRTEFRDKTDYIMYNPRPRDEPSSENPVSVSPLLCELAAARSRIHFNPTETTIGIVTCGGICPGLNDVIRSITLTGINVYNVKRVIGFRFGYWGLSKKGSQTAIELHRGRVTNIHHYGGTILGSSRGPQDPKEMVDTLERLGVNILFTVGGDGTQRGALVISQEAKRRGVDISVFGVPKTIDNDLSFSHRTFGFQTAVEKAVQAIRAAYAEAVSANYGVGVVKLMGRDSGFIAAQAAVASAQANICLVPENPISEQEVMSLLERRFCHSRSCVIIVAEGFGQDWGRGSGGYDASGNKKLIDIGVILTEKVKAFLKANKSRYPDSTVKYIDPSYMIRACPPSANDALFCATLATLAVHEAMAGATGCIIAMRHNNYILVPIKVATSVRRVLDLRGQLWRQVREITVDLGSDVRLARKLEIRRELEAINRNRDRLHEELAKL
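Activity is normalized to no-enzyme wells (full inhibition) and 1.25 nM enzyme wells (no inhibition). Reaction: 0.5 mM F6P, 0.1 mM ATP, 45 min RT, ADP-Glo luminescence; concentration-response curves fitted and classed by quality.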
An asterisk follows results filed as active; ? = inconclusive; . = not tested or not shown; [ ] = another dose, or the depositor's remark. Unless noted, the call rests on the fitted dose curve; in most records, active means well fitted curve in the direction sought with a large enough effect; inconclusive means small, poorly fitted or top-dose-only effect, or another doubt; inactive means no such curve, though single readings can be large; an effect the other way counts as inactive or inconclusive.

# | SMILES | CXXC DNA block | TSHR antag | BCR signal inh | Giardia kill | TCR act | Tb PFK block | GALK inhibitor | FBPA coupling cs | hERG WT inh | A-T KAP1 phos
1 | COc1ccccc1N(C)S(=O)(=O)c1ccc(C(=O)Nc2ccc(N3CCOCC3)cc2)cc1 | 4% | -12 | ? | -8 | 4% | ? | -2% | -2 | -5 | -4%
2 | CC(=O)c1ccc(OCc2cc(C(=O)NC(C)c3cnn(C)c3)no2)cc1 (stereo not drawn) | -3% | 3 | ? | 32[activator] | 3% | 2% | -1% | 1 | -11 | 12%
3 | CCN(/N=C/C=C/c1ccccc1)c1cc(=O)n(C)c(=O)[nH]1 | 16% | 8 | ? | -9 | 10%[46.1 µM] | -2% | 0% | -5 | -10 | -2%
4 | CCS(=O)(=O)c1ccc2c(c1)N(S(=O)(=O)c1ccc(C)cc1)CC(C(=O)O)O2 (stereo not drawn) | 8% | -4 | 1% | 9 | 1% | 7% | -2% | 12 | -15 | -1%
5 | COC(=O)c1ccc2ccccc2c1OC1OC(CO)C(O)C(O)C1NC(C)=O (stereo not drawn) | 1% | 7 | 0% | 19 | 2% | -1% | 4% | 0 | 8 | 5%
6 | CCOC(=O)c1sc(NC(=O)CSc2nc(-c3ccco3)cc(C(F)(F)F)n2)c(C(=O)OC)c1C | 18% | 5 | -6% | 5 | 0% | 2% | 2% | -1 | 9 | 1%
7 | COc1ccc(CNC(=O)C(=O)NCCCn2ccnc2)cc1 | 2% | 11 | ? | 6 | 2% | 2% | 0% | 0 | 9 | -5%
8 | CCn1c(Cc2ccccc2)nnc1SCC(=O)Nc1ccccc1N1CCOCC1 | 9% | -5 | 5% | -17 | 2%[46.1 µM] | 2% | 0% | 2 | 2 | 9%
9 | NC(=S)Cc1nc2n(n1)Cc1ccccc1-2 | 1% | -5 | ? | -11 | 2% | -7% | 1% | 3 | -8 | -1%
10 | Cc1ccccc1NC(=O)Cc1nc(CSc2nnc(-c3ccc4c(c3)OCO4)o2)cs1 | -3% | 5 | -3% | 3 | 7% | 3% | 4% | 1 | -14 | 4%
11 | O=c1[nH]c2ccc(Cl)cc2c(-c2ccccc2)c1N1CCOCC1 | 5% | -1 | 14% | 17 | -8% | 0% | 0% | 4 | -10 | -10%
12 | CCN(CC)CCn1c2c(c(SCC(=O)Nc3nc4ccccc4s3)nc1=O)CCCC2 | . | -5 | 2% | 8 | 2% | -7% | . | . | 12 | 8%

(cont.)
# | SMILES | CXXC DNA block | TSHR antag | BCR signal inh | Giardia kill | TCR act | Tb PFK block | GALK inhibitor | FBPA coupling cs | hERG WT inh | A-T KAP1 phos
13 | O=c1cnnc(N/N=C/c2c[nH]c3ccccc23)[nH]1 | 9% | 15 | 1% | -13 | 9% | -6% | -3% | 2 | -1 | -9%
14 | NC(=O)NCCCC(=O)NCC(c1ccccc1Cl)c1c[nH]c2ccccc12 (stereo not drawn) | 6% | -1 | -2% | -21 | -1% | 1% | 2% | -9 | 9 | -7%
15 | O=C(Nc1ccc(N2CCCCC2)c(C(=O)O)c1)c1ccco1 | 0% | -8 | 3% | 3 | -9% | 0% | -1% | -1 | -1 | 3%
16 | CCOc1cc(/C=N/NC(N)=O)cc(Br)c1OCc1ccccc1F | 9% | -2 | 0% | -22 | 0%[46.1 µM] | 1% | 0% | 2 | 15 | 0%
17 | CC(C)CCNC(=S)Nc1ccccn1 | 3% | 5 | 0% | -8 | -2%[46.1 µM] | 23% | 3% | 1 | -11 | 1%
18 | CCN(CC)S(=O)(=O)c1ccc(C(=O)OCC(=O)Nc2sc3c(c2C#N)CCCCC3)cc1 | 3% | 6 | -1% | -13 | 4%[46.1 µM] | 0% | 0% | 2 | 14 | -6%
19 | Cc1ccc(NC(=O)Nc2ccc(Cl)cc2)c(Br)c1 | -1% | -19 | ? | -22 | -7%[46.1 µM] | -18% | 1% | 0 | -3 | 3%
20 | CCOc1ccccc1NC(=O)CSc1nc(=O)n(Cc2ccncc2)c2c1CCC2 | . | 0 | ? | 4 | -3% | 5% | . | . | 1 | 8%
21 | COc1ccc(NC(=O)c2ccco2)cc1NC(=O)c1ccccc1[N+](=O)[O-] | 9% | -12 | ? | 55[activator] | -1% | 2% | -2% | . | -12 | 3%
22 | COc1cccc2[nH]c3c(=O)[nH]cnc3c12 | 3% | 13 | 4% | -19 | -1% | 0% | . | 0 | 14 | -3%
23 | CNC(=O)NC(=O)Cn1nc2n(c1=O)-c1ccccc1SC2 | 1% | -7 | -4% | 18 | 5% | -12% | 2% | -1 | 2 | 0%
24 | O=C(CNCCC1=CCCCC1)Nc1ccccc1N1CCCCCC1 | -2% | -4 | 0% | 1 | -6% | 0% | 2% | 4 | 4 | 8%

New compounds follow.
# | SMILES | CXXC DNA block | TSHR antag | BCR signal inh | Giardia kill | TCR act | Tb PFK block | GALK inhibitor | FBPA coupling cs | hERG WT inh | A-T KAP1 phos
25 | CCN(CC)C(=O)CSc1nnc(-c2cccnc2)n1CCc1ccccc1 | -9% | -2 | ? | -3 | . | 3% | -1% | 2 | -21 | 16%
26 | COc1cc(C2=CN(Cc3ccccc3)CCC2=O)cc(OC)c1OC | . | -9 | ? | 9 | 5% | -2% | . | . | -2 | -12%
27 | O=C(CSc1nc(COc2ccccc2)nc2ccccc12)NC1CCCC1 | 3% | -7 | -18% | 16 | -2% | 0% | 6% | -1 | 4 | 1%
28 | O=C(CNC(=O)c1ccccc1F)N/N=C/c1cc(Br)ccc1OC(=O)/C=C/c1ccco1 | 53%[activator] | 1 | -2% | -17 | -4%[46.1 µM] | 0% | 0% | -6 | ? | -4%
29 | CCOc1ccc(NC(=O)C2CCCN(S(=O)(=O)c3c(C)nn(C)c3C)C2)cc1 (stereo not drawn) | 0% | -9 | 5% | -13 | 0% | -5% | 3% | 2 | -2 | 16%
30 | CCN(CC)S(=O)(=O)c1cccc(-c2nn(-c3ccccc3)cc2/C=C(\C#N)C(=O)NCc2ccco2)c1 | 0% | -18 | -1% | -20 | 7%[46.1 µM] | -3% | 2% | -1 | 9 | -1%
31 | Cc1ccc(S(=O)(=O)N2CCCCC2)cc1C(=O)N(C)CCOc1ccccc1 | 3% | -9 | 1% | 9 | 4% | 3% | -2% | . | 15 | 9%
32 | Cc1cccc(C)c1OCCSc1nc2ccccc2n1CC(=O)O | -26% | -16 | 12% | -20 | 5% | 2% | 5% | 8 | 7 | -36%[inhibitor]
33 | Cc1cc(NS(=O)(=O)c2ccc(NC(=O)CN3C(=O)NC(C)(c4ccccc4)C3=O)cc2)nc(C)n1 (stereo not drawn) | . | 0 | -3% | 2 | -3% | 1% | . | . | 6 | 1%
34 | CC(NCc1ccc(S(N)(=O)=O)cc1)C(=O)Nc1ccc([N+](=O)[O-])cc1Cl (stereo not drawn) | 1% | 8 | -2% | -29 | 0% | -6% | 5% | 1 | 19 | 1%
35 | Cc1ccc(NC(=O)CN2C(=O)COc3ccc(S(=O)(=O)N4CCCC4)cc32)cc1C | -4% | -4 | -3% | -8 | -3% | 0% | 4% | . | -19 | 7%
36 | CN(C(=O)C1CCC(=O)N(CCCN2CCCC2=O)C1)C(C1CC1)C1CC1 (stereo not drawn) | 15% | -2 | 6% | -1 | -2% | 1% | 0% | -2 | 5 | 6%

Record cards, as listed above. Screens in order: CXXC DNA block | TSHR antag | BCR signal inh | Giardia kill | TCR act | Tb PFK block | GALK inhibitor | FBPA coupling cs | hERG WT inh | A-T KAP1 phos
Cc1ccc(S(=O)(=O)N2CCCCC2)cc1C(=O)N(C)CCOc1ccccc1 in the list: 3% | -9 | 1% | 9 | 4% | 3% | -2% | . | 15 | 9%
CC(C)CCNC(=S)Nc1ccccn1 in the list: 3% | 5 | 0% | -8 | -2%[46.1 µM] | 23% | 3% | 1 | -11 | 1%
Cc1ccccc1NC(=O)Cc1nc(CSc2nnc(-c3ccc4c(c3)OCO4)o2)cs1 in the list: -3% | 5 | -3% | 3 | 7% | 3% | 4% | 1 | -14 | 4%
CCOc1ccc(NC(=O)C2CCCN(S(=O)(=O)c3c(C)nn(C)c3C)C2)cc1 (stereo not drawn) in the list: 0% | -9 | 5% | -13 | 0% | -5% | 3% | 2 | -2 | 16%
